m-calpain inh – blocks pig calpain II enzyme activity; inhibition, % at 16 µM; purified calpain II, fluorogenic peptide substrate, 30 min; hit rate 0.37% among 220,000; AID 1236;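 active means inhibition above about 50%, limit read from the data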
EP2 mod – modulators of human EP2 prostaglandin E2 receptor. P43116. EP2-expressing cells, cAMP HTRF FRET, PGE2 co-stimulation. induction, % at 25 µM. hit rate 0.83% among 260,000;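 active means compounds whose cAMP rise, as percent of the full-agonist control response, exceeds 60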;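 further: rat C6 glioma line stably carrying human EP2 under a CMV promoter; the protocol text gives 20 µM as final concentration; 100% = response of wells given 1 µM PGE2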
Rad51 HR inh – Rad51 (human) homologous recombination inhibition; Q06609; hRad51 DNA strand exchange, fluorescence dequenching; inhibition, % at 10 µM; hit rate 0.085% among 200,000;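 active means inhibition above 40% at the single screening dose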;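 further: 0% = DMSO control wells and 100% = blanks with heterologous ssDNA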
Target sequence (Q06609 whole entry, looked up): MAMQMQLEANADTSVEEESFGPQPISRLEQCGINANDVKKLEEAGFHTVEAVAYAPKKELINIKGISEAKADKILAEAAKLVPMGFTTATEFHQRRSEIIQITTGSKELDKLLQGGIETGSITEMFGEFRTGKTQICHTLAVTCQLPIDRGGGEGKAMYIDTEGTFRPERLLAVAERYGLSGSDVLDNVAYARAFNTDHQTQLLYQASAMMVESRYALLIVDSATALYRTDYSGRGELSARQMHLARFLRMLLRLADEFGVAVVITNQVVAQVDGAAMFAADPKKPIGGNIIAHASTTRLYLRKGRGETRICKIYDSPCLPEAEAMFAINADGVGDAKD
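Test system: preformed human Rad51 ssDNA filaments; also added: Donor/quencher-labelled 47-bp dsDNA substrate; doses: 10 µM final, single point; times: 37 °C 15-min filament assembly, 30-min compound preincubation, 15-min exchange; detection: FRET fluorescence dequenching, excitation 485 nm, emission 520 nm; read-out basis: Fluorescence-based percent inhibition, control- and blank-normalised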
EP2 antag – inhibitors of human EP2 prostaglandin E2 receptor; AID 1422; inhibition, % at 25 µM; C6 glioma cells expressing human EP2, cAMP TR-FRET; cells stimulated with saturating PGE2; hit rate 0.52% among 260,000; P43116;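 active means percent inhibition above 40 after rounding to a whole number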;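 further: rat C6 glioma host cells with rolipram phosphodiesterase inhibitor present; the protocol text gives 20 µM as final concentration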
14-3-3 Bad inh – disrupts binding of bovine 14-3-3 zeta to phospho-Bad peptide. TR-FRET 14-3-3zeta/Dy647-pBad peptide displacement, 1 h. AID 781. P63103. inhibition, % at 21.7 µM. hit rate 0.71% among 220,000;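 active means inhibition above about 70%, limit read from the data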;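 further: 0% = full 14-3-3 plus peptide FRET controls and 100% = background without 14-3-3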
Tb hexokinase – T. brucei hexokinase 1 inhibition. inhibition, % at 10 µM. hit rate 0.11% among 220,000. recombinant TbHK1, G6PDH-coupled NADH A340. AID 1430;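 active means inhibition of 50% or more in the single-dose primary screen; inactive means inhibition below 50%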
L929 necroptosis – blocks zVAD induced death of L929 cells; viability rescue, % at 10 µM; hit rate 0.38% among 220,000; L929 zVAD necroptosis rescue, ATP luminescence, 24 h; with zVAD 60 µM;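 active means activation, scaled between plate controls, above about 75%, limit read from the data; inactive means activation under that limit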;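 further: 0% = zVAD with DMSO and 100% = DMSO alone without zVAD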
Hck-Nef inh – human Hck-Nef kinase inhibition | P08631 | hit rate 0.68% among 220,000 | Recombinant Hck-YEEI plus Nef, Z-Lyte FRET kinase assay | inhibition, % at 20 µM;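 active means Hck-Nef kinase inhibition above about 50%, limit read from the data; inactive means inhibition below that limit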;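 further: 0% = DMSO with Hck plus Nef and 100% = Hck alone without Nef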
Target sequence (P08631 whole entry, looked up): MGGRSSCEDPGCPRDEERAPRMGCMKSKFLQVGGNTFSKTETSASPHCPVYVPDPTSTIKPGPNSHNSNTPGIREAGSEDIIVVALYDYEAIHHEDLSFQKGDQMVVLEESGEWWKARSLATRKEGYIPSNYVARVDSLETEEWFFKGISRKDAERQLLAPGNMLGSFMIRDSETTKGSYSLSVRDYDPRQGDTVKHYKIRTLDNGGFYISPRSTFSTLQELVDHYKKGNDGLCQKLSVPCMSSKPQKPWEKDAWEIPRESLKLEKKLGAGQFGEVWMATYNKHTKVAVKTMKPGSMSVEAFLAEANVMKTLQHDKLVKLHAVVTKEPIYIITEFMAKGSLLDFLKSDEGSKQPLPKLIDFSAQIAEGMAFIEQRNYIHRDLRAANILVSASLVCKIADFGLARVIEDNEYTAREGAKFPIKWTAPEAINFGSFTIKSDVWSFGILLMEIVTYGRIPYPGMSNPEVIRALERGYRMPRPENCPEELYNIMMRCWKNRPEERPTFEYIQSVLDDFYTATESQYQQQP
eIF4E-4G inh – eIF4E/eIF4G interaction inhibition in translation initiation; TR-FRET eIF4E-eIF4GI(517-606) binding, 2 h; hit rate 0.37% among 220,000; AID 782; inhibition, % at 21.7 µM; P63073+Q04637;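 active means inhibition above about 30%, limit read from the data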;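 further: 0% = full FRET control wells and 100% = background wells lacking eIF4GI fragment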
* = called active by the depositor; [ ] = dose if it differs, or a comment.

What do the screens show for `O=c1[nH]c2ccc(NC(=S)Nc3ccccc3Cl)cc2[nH]1`?
m-calpain inh: 30; EP2 mod: -31; Rad51 HR inh: 2; EP2 antag: 13; 14-3-3 Bad inh: 62; Tb hexokinase: -13; L929 necroptosis: 0.5; Hck-Nef inh: 8; eIF4E-4G inh: -17

Results for CCOC(=O)c1ccc(NC(=O)Cn2cnc3cc(C)c(C)cc32)cc1 ?
m-calpain inh: -25; EP2 mod: 7; Rad51 HR inh: 19; EP2 antag: 6; 14-3-3 Bad inh: -5; Tb hexokinase: -1; L929 necroptosis: -1.1; Hck-Nef inh: 26; eIF4E-4G inh: 1

How did CCN(CC)c1cc(Oc2ccccc2)ncn1 do in these assays?
m-calpain inh: 12; EP2 mod: 2; Rad51 HR inh: 5; EP2 antag: 3; 14-3-3 Bad inh: -3; Tb hexokinase: 8; L929 necroptosis: 1.0; Hck-Nef inh: 4; eIF4E-4G inh: 2

How did O=C(CCc1ccccc1)NC(=S)NCc1ccco1 do in these assays?
m-calpain inh: 8; EP2 mod: -9; EP2 antag: 9; 14-3-3 Bad inh: -8; Tb hexokinase: -3; L929 necroptosis: -0.7; Hck-Nef inh: 5; eIF4E-4G inh: -2

Results for COc1ccc(CCCc2nnc(SCC(=O)Nc3nccs3)n2C)cc1C ?
m-calpain inh: -3; EP2 mod: -12; Rad51 HR inh: -1; EP2 antag: 6; 14-3-3 Bad inh: 3[fluorescence artefact?]; Tb hexokinase: 2; L929 necroptosis: 0.5; Hck-Nef inh: 4; eIF4E-4G inh: 2[fluorescence artefact?]

Results for O=C(COC(=O)CCC(=O)c1cccs1)NCc1ccco1 ?
m-calpain inh: -141; EP2 mod: 24; Rad51 HR inh: -16; EP2 antag: 7; 14-3-3 Bad inh: 5; Tb hexokinase: 8; L929 necroptosis: -0.5; Hck-Nef inh: 2; eIF4E-4G inh: 7

What do the screens show for `Clc1ccccc1CN(Cc1ccccc1)C(c1cccs1)c1nnnn1C1CCCC1` (stereo not drawn)?
m-calpain inh: 24; EP2 mod: 8; Rad51 HR inh: 6; EP2 antag: 19; 14-3-3 Bad inh: 1; Tb hexokinase: 5; L929 necroptosis: -0.3; Hck-Nef inh: -1; eIF4E-4G inh: -5

How did Cc1cc2cc(CNC(=S)Nc3ccc(OC(F)(F)F)cc3)ccc2[nH]1 do in these assays?
m-calpain inh: -8; EP2 mod: -8; EP2 antag: 5; 14-3-3 Bad inh: -1[fluorescence artefact?]; Tb hexokinase: -2; Hck-Nef inh: -1; eIF4E-4G inh: 3

Results for CCOC(=O)N1CCC(N2Cc3cccc(C(=O)Nc4cc(F)ccc4F)c3C2=O)CC1 ?
m-calpain inh: -18; EP2 mod: -37; Rad51 HR inh: -2; EP2 antag: 5; 14-3-3 Bad inh: -13; Tb hexokinase: -7; L929 necroptosis: 0.0; Hck-Nef inh: 1; eIF4E-4G inh: 6

How did Nc1ccc(Oc2ccccc2F)nc1 do in these assays?
m-calpain inh: 3; EP2 mod: 7; Rad51 HR inh: -7; EP2 antag: 5; 14-3-3 Bad inh: -9; Tb hexokinase: -7; L929 necroptosis: 0.2; Hck-Nef inh: 10; eIF4E-4G inh: 1

What do the screens show for `CC(C)Nc1nc(NC(C)C)nc(N(C)N)n1`?
m-calpain inh: -9; EP2 mod: 10; Rad51 HR inh: 2; EP2 antag: 4; 14-3-3 Bad inh: 0[fluorescence artefact?]; Tb hexokinase: 3; L929 necroptosis: -0.4; Hck-Nef inh: -18; eIF4E-4G inh: -1

Results for Cc1ccc2c(c1)N(C(=O)CCC(=O)N1CCc3ccccc3C1)CCO2 ?
m-calpain inh: 9; EP2 mod: -10; Rad51 HR inh: -2; EP2 antag: 3; 14-3-3 Bad inh: 2; Tb hexokinase: -9; L929 necroptosis: 1.0; Hck-Nef inh: 0; eIF4E-4G inh: 1

What do the screens show for `CC(C)Cc1ccc(C(C)C(=O)Nc2ccc(O)cc2)cc1` (stereo not drawn)?
m-calpain inh: 26; EP2 mod: -62; Rad51 HR inh: 10; EP2 antag: 6; 14-3-3 Bad inh: 4; Tb hexokinase: 3; L929 necroptosis: 2.0; Hck-Nef inh: 16; eIF4E-4G inh: 6

What do the screens show for `C=CCn1c(SCC(=O)Nc2ccc3c(c2)CCC3)nnc1-c1cccs1`?
m-calpain inh: 14; EP2 mod: 14; Rad51 HR inh: -4; EP2 antag: 12; 14-3-3 Bad inh: 5; Tb hexokinase: 1; L929 necroptosis: 2.2; Hck-Nef inh: -2; eIF4E-4G inh: 0

What do the screens show for `Cc1cccc(-n2c(-c3ccco3)n[nH]c2=S)c1`?
m-calpain inh: -22; EP2 mod: 25; EP2 antag: 19; 14-3-3 Bad inh: -13[fluorescence artefact?]; Tb hexokinase: 1; L929 necroptosis: 1.2; Hck-Nef inh: 9; eIF4E-4G inh: -3

How did Cc1c(C(N)=O)sc2ncn(CCOc3ccccc3)c(=O)c12 do in these assays?
m-calpain inh: 5; EP2 mod: -28; Rad51 HR inh: -1; EP2 antag: 2; 14-3-3 Bad inh: 5; Tb hexokinase: -3; L929 necroptosis: -0.7; Hck-Nef inh: 32; eIF4E-4G inh: -3

Results for COc1cccc(C(C(=O)NC2CCCCC2)N(CC2CCCO2)C(=O)CNC(=O)c2ccco2)c1 (stereo not drawn) ?
m-calpain inh: -3; EP2 mod: 34; Rad51 HR inh: -3; EP2 antag: 6; 14-3-3 Bad inh: -7[fluorescence artefact?]; Tb hexokinase: -1; L929 necroptosis: -0.3; Hck-Nef inh: 0; eIF4E-4G inh: 1

How did COc1ccc(/C=N/NC(=O)C(N)=O)c(OC)c1OC do in these assays?
m-calpain inh: 24; EP2 mod: 2; Rad51 HR inh: 16; EP2 antag: 5; 14-3-3 Bad inh: 12; Tb hexokinase: -34; L929 necroptosis: 0.2; Hck-Nef inh: 0; eIF4E-4G inh: -29

Results for C=CCc1cccc2cc(C(=O)NNC(=O)c3ccncc3)c(=O)oc12 ?
m-calpain inh: -56; EP2 mod: 10; Rad51 HR inh: -7; EP2 antag: 7; 14-3-3 Bad inh: -10; Tb hexokinase: -21; L929 necroptosis: 1.7; Hck-Nef inh: 34; eIF4E-4G inh: 0

How did CCCN1C(=O)/C(=C/c2cc(C)n(C)c2C)SC1=Nc1ccc(OCC)cc1 do in these assays?
m-calpain inh: -29; EP2 mod: 15; Rad51 HR inh: 5; EP2 antag: 8; 14-3-3 Bad inh: -8; Tb hexokinase: -19; L929 necroptosis: -0.1; Hck-Nef inh: 2; eIF4E-4G inh: -14

Copied from above (2 entries):
What do the screens show for `O=c1[nH]c2ccc(NC(=S)Nc3ccccc3Cl)cc2[nH]1`?
m-calpain inh: 30; EP2 mod: -31; Rad51 HR inh: 2; EP2 antag: 13; 14-3-3 Bad inh: 62; Tb hexokinase: -13; L929 necroptosis: 0.5; Hck-Nef inh: 8; eIF4E-4G inh: -17

Results for CCOC(=O)c1ccc(NC(=O)Cn2cnc3cc(C)c(C)cc32)cc1 ?
m-calpain inh: -25; EP2 mod: 7; Rad51 HR inh: 19; EP2 antag: 6; 14-3-3 Bad inh: -5; Tb hexokinase: -1; L929 necroptosis: -1.1; Hck-Nef inh: 26; eIF4E-4G inh: 1

3 structures from above, ordered by count of non-hydrogen atoms, lowest first:
What do the screens show for `O=c1[nH]c2ccc(NC(=S)Nc3ccccc3Cl)cc2[nH]1`?
m-calpain inh: 30; EP2 mod: -31; Rad51 HR inh: 2; EP2 antag: 13; 14-3-3 Bad inh: 62; Tb hexokinase: -13; L929 necroptosis: 0.5; Hck-Nef inh: 8; eIF4E-4G inh: -17

How did Cc1cc2cc(CNC(=S)Nc3ccc(OC(F)(F)F)cc3)ccc2[nH]1 do in these assays?
m-calpain inh: -8; EP2 mod: -8; EP2 antag: 5; 14-3-3 Bad inh: -1[fluorescence artefact?]; Tb hexokinase: -2; Hck-Nef inh: -1; eIF4E-4G inh: 3

Results for Cc1ccc2c(c1)N(C(=O)CCC(=O)N1CCc3ccccc3C1)CCO2 ?
m-calpain inh: 9; EP2 mod: -10; Rad51 HR inh: -2; EP2 antag: 3; 14-3-3 Bad inh: 2; Tb hexokinase: -9; L929 necroptosis: 1.0; Hck-Nef inh: 0; eIF4E-4G inh: 1

Continuation.
What do the screens show for `CC(CNS(=O)(=O)c1ccccc1)(c1ccccc1)N1CCCCC1` (stereo not drawn)?
m-calpain inh: -10; EP2 mod: 20; Rad51 HR inh: 6; EP2 antag: 7; 14-3-3 Bad inh: 1; Tb hexokinase: -7; L929 necroptosis: -0.1; Hck-Nef inh: 15; eIF4E-4G inh: -4

Results for CCCNC(=O)COC(=O)c1cc(C)nc2ccccc12 ?
m-calpain inh: -32; EP2 mod: -9; Rad51 HR inh: 2; EP2 antag: 5; 14-3-3 Bad inh: -3; Tb hexokinase: 1; L929 necroptosis: 1.7; Hck-Nef inh: -38; eIF4E-4G inh: 0

Results for COC(=O)c1ccc(NC(=O)CSc2nc3ccccc3c(=O)[nH]2)cc1 ?
m-calpain inh: 1; EP2 mod: -7; Rad51 HR inh: -3; EP2 antag: 12; 14-3-3 Bad inh: 6[fluorescence artefact?]; Tb hexokinase: -7; L929 necroptosis: -0.7; Hck-Nef inh: 4; eIF4E-4G inh: 4

How did NC(=O)C1CCN(C2CC(=O)N(Cc3ccc(N4CCCC4=O)cc3)C2=O)CC1 (stereo not drawn) do in these assays?
m-calpain inh: -18; EP2 mod: 1; Rad51 HR inh: 1; EP2 antag: 4; 14-3-3 Bad inh: 6[fluorescence artefact?]; Tb hexokinase: 2; L929 necroptosis: 0.4; Hck-Nef inh: 1; eIF4E-4G inh: -5[fluorescence artefact?]

Results for O=C1CC(c2cccs2)c2ccc3ccccc3c2N1 (stereo not drawn) ?
m-calpain inh: -8; EP2 mod: 41; Rad51 HR inh: 1; EP2 antag: 4; 14-3-3 Bad inh: 6; Tb hexokinase: 0; L929 necroptosis: 1.0; Hck-Nef inh: 2; eIF4E-4G inh: -1

Results for CCN1CCN(c2cc(C)nc(-c3ccccc3O)n2)CC1 ?
m-calpain inh: 4; EP2 mod: -25; Rad51 HR inh: -7; EP2 antag: 7; 14-3-3 Bad inh: 4; Tb hexokinase: -17; L929 necroptosis: 0.6; Hck-Nef inh: 10; eIF4E-4G inh: 2

Results for Cc1cccc(NC(=O)C2=C(O)c3ccccc3N(C)S2(=O)=O)c1 ?
m-calpain inh: 12; EP2 mod: -22; Rad51 HR inh: 1; EP2 antag: 5; 14-3-3 Bad inh: 59; Tb hexokinase: -10; L929 necroptosis: 0.6; Hck-Nef inh: 0; eIF4E-4G inh: -2

What do the screens show for `CCOC(=O)C1=C(N)Oc2c(oc(CO)cc2=O)C1c1ccc(F)cc1` (stereo not drawn)?
m-calpain inh: 1; EP2 mod: 22; Rad51 HR inh: -1; EP2 antag: 0; 14-3-3 Bad inh: -5; Tb hexokinase: -2; L929 necroptosis: -0.1; Hck-Nef inh: 9; eIF4E-4G inh: 0

What do the screens show for `CCC(=O)c1ccc(OCC(=O)NCC2(N3CCCCC3)CCCCC2)cc1`?
m-calpain inh: -16; EP2 mod: -33; Rad51 HR inh: -40; EP2 antag: 10; 14-3-3 Bad inh: -5; Tb hexokinase: -4; L929 necroptosis: -1.1; Hck-Nef inh: 27; eIF4E-4G inh: 1

What do the screens show for `CCOC(=O)c1c(NC(=S)NC(=O)c2ccco2)sc2c1CCCC2`?
m-calpain inh: 21; EP2 mod: 19; Rad51 HR inh: 1; EP2 antag: 12; 14-3-3 Bad inh: -6; Tb hexokinase: -18; L929 necroptosis: 3.5; Hck-Nef inh: 0; eIF4E-4G inh: -6

High-throughput results from PubChem.

Some of the compounds tested; count on the stated rates, not on these rows.
